# Spn DPM-DC inh: blocks S. pneumoniae diphosphomevalonate decarboxylase; purified DPM-DC, PK/LDH coupled NADH fluorescence; calls only at 10 µM; 65,000 compounds, 0.49% hits; AID 556;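 active = the 320 compounds with the highest percent inhibition in the single-dose primary screen, excluding strongly autofluorescent ones, cut at about 32% in these data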;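 also: kinetic rate of NADH fluorescence loss reporting ADP formed by the decarboxylase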
# LYP phosphatase: inhibition of human PTPN22 tyrosine phosphatase – biochemical, DiFMUP fluorescence, recombinant catalytic domain, 10 µM, primary screen (AID 606). inhibition, % at 10 µM; hits with a dose series show IC50 in µM. recombinant LYP catalytic domain, DiFMUP fluorescence; higher % means a stronger effect. 52,000 tested, under 10 active;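 active = IC50 under 40 µM in the dose-response test; inactive = IC50 of 40 µM or more, or never dose-tested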
# Alkaline phosphatase: human TNAP enzyme inhibitors, biochemical, luminescent (AID 518). purified TNAP enzyme, luminescent substrate readout; higher % means a stronger effect. one-dose inhibition, % at 20 µM; IC50 in µM for titrated hits. 64,000 compounds, 0.09% hits; in the data active = a potency from the dose series; inactive = the rest, 99 in 100 with inhibition below about 22%;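 also: plate controls were vehicle for no effect and reference inhibitor for full effect; many of its hits are not listed in these tables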
# HPDE-C7 cytotoxicity: cytotoxicity in HPDE-C7 cells, cell-based, fluorescence, HTS (AID 430); 63,000 compounds, 1.8% hits; HPDE-C7 pancreatic duct cells viability, fluorescence; higher % means a stronger effect; cytotoxicity, % at 10 µM; hits with a dose series show EC50 in µM;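 also: cells exposed to compound for 48 hours before viability readout; 0% = vehicle and 100% = reference cytotoxic drug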
# HT1080 cytotoxicity: HT1080 cell viability loss – fluorescence readout (AID 620); HT1080 viability, fluorescence; higher % means a stronger effect; cytotoxicity, % at 10 µM; hits with a dose series show EC50 in µM; 87,000 compounds, 0.42% hits;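 also: cells exposed to compound overnight then 4 h with Alamar Blue; 0% = vehicle DMSO and 100% = killing control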
# KRASV12 cytotoxicity: cytotoxicity in KRAS-transformed pancreatic duct cells, primary screen, cell-based, fluorescence, HTS (AID 431) | HPDE-C7K KRASV12 cells, Alamar Blue viability, 48 h; higher % means a stronger effect | one-dose cytotoxicity, % at 10 µM; EC50 in µM for titrated hits | 63,000 compounds, 1.7% hits;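 active = compounds whose percent cytotoxicity in the single-dose primary screen, scaled between solvent and toxic-drug controls, exceeds 50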;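 also: 0% = DMSO solvent wells and 100% = doxorubicin-treated wells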
# MK inhibit: S. pneumoniae mevalonate kinase inhibition; 65,000 compounds, 0.48% hits; purified MK, PK/LDH-coupled NADH absorbance 340 nm; inhibition, % at 10 µM;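 active = ranked among the strongest by inhibition in the single 10 µM screen, a fixed top-ranked set picked for dose follow-up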; also: no value below 0 was filed
# PMK inhibit: inhibitors of Streptococcus pneumoniae phosphomevalonate kinase. purified PMK, PK/LDH-coupled NADH absorbance 340 nm. inhibition, % at 10 µM. 65,000 compounds, 0.49% hits;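 active = top-ranked compounds by inhibition in the single 10 µM screen, taking a fixed number of the strongest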;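 also: 0% = full reaction with DMSO carrier and 100% = background rate without enzyme reaction; no value below 0 was filed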
# Bfl-1 displacement: Bfl-1 inhibitors, primary screen, biochemical, fluorescence polarization, FITC-Bid, mouse (AID 432); 64,000 compounds, 0.02% hits; displacement, % at 20 µM; hits with a dose series show IC50 in µM; FITC-Bid BH3 peptide fluorescence polarization displacement; higher % means a stronger effect; in the data active = a potency from the dose series; inactive = the rest, 99 in 100 with displacement below about 15%; also: strong numbers were not always called active
# PMK inhibit pilot replicates: second read-out of PMK inhibit, no call of its own (marks repeat the call); inhibition, %; measured here: pilot screen replicates
# MK inhibit pilot replicates: further read-out of MK inhibit, marked with its call; inhibition, %; measured here: pilot screen replicates
# Spn DPM-DC inh pilot screen %: recorded beside Spn DPM-DC inh, whose call it bears; inhibition, %; measured here: pilot screen trials
# * = called active by the depositor; i = inactive; · = no result given; + = active, no number. Rule as the data show it, unless noted: active = cytotoxicity above about 50%; inactive = the rest.
SMILES,Spn DPM-DC inh,LYP phosphatase,Alkaline phosphatase,HPDE-C7 cytotoxicity,HT1080 cytotoxicity,KRASV12 cytotoxicity,MK inhibit,PMK inhibit,Bfl-1 displacement,others
CCOC(=O)c1c(C)n(C)c2ccc(OC)c(NS(=O)(=O)c3ccc(Cl)s3)c12,i,10.3%,2.7%,15.6%,·,18.3%,3.0,78.0*,3.0%,
CC(c1ccccc1)N1CC(C(=O)NC2CCCC2)CC1=O (stereo not drawn),i,0.1%,-18.7%,-6.4%,3.1%,-2.2%,0.0,20.0,8.3%,
Cc1ccc(/C=c2\sc3nc(-c4ccco4)nn3c2=O)o1,i,·,-9.6%,22.1%,2.2%,18.4%,6.0,17.0,5.2%,
CN(C)C(CNC(=O)C1CCCN(C(=O)c2ccc(Cl)cc2)C1)c1ccco1 (stereo not drawn),i,11.5%,9.2%,-1.2%,-7.9%,-8.2%,2.0,6.0,-1.4%,
O=c1c2ccccc2sn1-c1cc(S(=O)(=O)N2CCOCC2)ccc1N1CCOCC1,+,-5.8%,16.1%,-4.1%,-7.1%,-1.5%,95.0*,17.0,-7.8%,
CCCCNC(=O)C1COc2ccccc2O1 (stereo not drawn),i,-1.5%,4.1%,-6.1%,-7.9%,-2.9%,6.0,4.0,1.6%,
Cc1cc(C(C)(C)C)oc1C(=O)Nc1ccc(CC(=O)O)cc1,i,5.0%,9.2%,-8.5%,10.7%,-3.5%,0.0,15.0,1.0%,
Cc1ccc(-c2nnc3sc(-c4ccncc4)nn23)cc1,i,9.9%,12.5%,-2.0%,4.4%,-3.2%,5.0,8.0,8.0%,
COc1cc(S(=O)(=O)n2nnc3ccccc32)c(OC)cc1Cl,i,6.5%,13.4%,60.8%*,4.0%,59.1%*,6.0,0.0,12.4%,PMK inhibit pilot replicates=0.0;MK inhibit pilot replicates=0.0;Spn DPM-DC inh pilot screen %=0.5
COc1ccc2c(c1)CCc1c(C(=O)NCCN3CCOCC3)noc1-2,i,0.5%,3.0%,-18.1%,5.3%,-14.9%,0.0,19.0,-6.1%,
COc1ccc(N2CCN(Cc3nc4c(c(=O)n(C)c(=O)n4C)n3CCc3ccccc3)CC2)cc1,i,6.8%,9.3%,6.3%,0.1%,1.3%,6.0,0.0,-1.5%,
O=C(Nc1sc2c(c1C(=O)NCc1ccco1)CCCC2)c1ccc2c(c1)OCO2,·,0.7%,9.0%,9.3%,14.5%,18.1%,15.0,6.0,-0.8%,PMK inhibit pilot replicates=7.5;MK inhibit pilot replicates=2.0
Cc1cc(N)c(NC2=CC(=O)CC(C)(C)C2)cc1C,i,3.1%,14.6%,-6.7%,42.4%,0.2%,11.0,3.0,-4.6%,
COc1ccc(/C(O)=C2/C(=O)C(=O)N(CCCN(C)C)C2c2ccc(C)o2)cc1Cl (stereo not drawn),i,5.8%,6.9%,2.9%,-12.9%,-2.7%,2.0,7.0,1.1%,
COC(=O)c1ccc(N2C(=O)CC(SCCN)C2=O)cc1 (stereo not drawn),i,8.2%,7.1%,-6.8%,-0.5%,-4.4%,0.0,19.0,0.5%,
OC(COCc1ccc(Cl)cc1)CN1CCN(CC(O)COCc2ccc(Cl)cc2)CC1 (stereo not drawn),i,6.3%,9.9%,·,9.4%,·,10.0,12.0,-4.2%,
CCc1ccccc1N(CC(=O)OC)S(C)(=O)=O,i,11.5%,-3.5%,-14.7%,-4.2%,-23.1%,2.0,4.0,-0.8%,
Cc1ccccc1-c1nc(CS(=O)(=O)CC(=O)NCCN2CCOCC2)c(C)o1,i,1.4%,7.9%,-6.4%,-4.8%,0.5%,5.0,0.0,3.4%,
O=C(c1cc2ccccc2o1)n1nnc2ccccc21,i,2.9%,7.7%,-16.6%,1.6%,-16.0%,7.0,17.0,-4.4%,
Cc1ccc(SCc2[nH]nc3c2C(c2cccnc2)C(C#N)=C(N)O3)cc1 (stereo not drawn),i,9.1%,3.7%,0.2%,14.8%,-6.6%,10.0,11.0,1.5%,
O=C(Cc1ccc(S(=O)(=O)N2CCOCC2)s1)Nc1ccc2c(c1)CCC2,i,6.0%,12.9%,3.3%,4.4%,-3.5%,5.0,9.0,-10.4%,
O=C1CC(c2ccco2)Cc2nc(NCC3CCCO3)ncc21 (stereo not drawn),i,-2.1%,6.3%,-3.8%,3.1%,2.2%,4.0,14.0,2.7%,
c1ccc(CCNc2c3c(nc4ncnn24)CCC3)cc1,i,1.9%,6.6%,-11.3%,8.6%,-15.2%,8.0,23.0,-5.1%,
CC(C)CC(=O)Nc1ccc(C(=O)COc2ccc(-c3nnco3)cc2)cc1,i,·,10.2%,-14.7%,3.3%,-10.2%,4.0,1.0,5.0%,
CCOc1cc(CN2CCN(C(=O)CC(C)C)CC2)ccc1OC,i,1.8%,13.3%,-7.9%,3.0%,-10.6%,8.0,10.0,-0.4%,

# An excerpt from above in order of count of non-hydrogen atoms, low to high.
SMILES,Spn DPM-DC inh,LYP phosphatase,Alkaline phosphatase,HPDE-C7 cytotoxicity,HT1080 cytotoxicity,KRASV12 cytotoxicity,MK inhibit,PMK inhibit,Bfl-1 displacement,others
CCCCNC(=O)C1COc2ccccc2O1 (stereo not drawn),i,-1.5%,4.1%,-6.1%,-7.9%,-2.9%,6.0,4.0,1.6%,
O=C(c1cc2ccccc2o1)n1nnc2ccccc21,i,2.9%,7.7%,-16.6%,1.6%,-16.0%,7.0,17.0,-4.4%,
COC(=O)c1ccc(N2C(=O)CC(SCCN)C2=O)cc1 (stereo not drawn),i,8.2%,7.1%,-6.8%,-0.5%,-4.4%,0.0,19.0,0.5%,
Cc1cc(C(C)(C)C)oc1C(=O)Nc1ccc(CC(=O)O)cc1,i,5.0%,9.2%,-8.5%,10.7%,-3.5%,0.0,15.0,1.0%,
Cc1ccc(SCc2[nH]nc3c2C(c2cccnc2)C(C#N)=C(N)O3)cc1 (stereo not drawn),i,9.1%,3.7%,0.2%,14.8%,-6.6%,10.0,11.0,1.5%,
O=C(Nc1sc2c(c1C(=O)NCc1ccco1)CCCC2)c1ccc2c(c1)OCO2,·,0.7%,9.0%,9.3%,14.5%,18.1%,15.0,6.0,-0.8%,PMK inhibit pilot replicates=7.5;MK inhibit pilot replicates=2.0
O=c1c2ccccc2sn1-c1cc(S(=O)(=O)N2CCOCC2)ccc1N1CCOCC1,+,-5.8%,16.1%,-4.1%,-7.1%,-1.5%,95.0*,17.0,-7.8%,
OC(COCc1ccc(Cl)cc1)CN1CCN(CC(O)COCc2ccc(Cl)cc2)CC1 (stereo not drawn),i,6.3%,9.9%,·,9.4%,·,10.0,12.0,-4.2%,

# Other results.
SMILES,Spn DPM-DC inh,LYP phosphatase,Alkaline phosphatase,HPDE-C7 cytotoxicity,HT1080 cytotoxicity,KRASV12 cytotoxicity,MK inhibit,PMK inhibit,Bfl-1 displacement,others
COc1cccc(C(=O)CSc2nnc(CNS(=O)(=O)c3ccc(C)cc3)n2C)c1,i,0.2%,9.3%,·,-30.4%,·,0.0,6.0,4.1%,
Cc1cc(C)n(C(=O)c2ccc(NC(=O)CC(C)C)cc2)n1,i,6.0%,3.1%,-9.8%,·,-12.2%,1.0,6.0,-1.5%,
COc1cc(NC(=O)CSc2nnc(C)s2)cc(OC)c1OC,i,7.6%,14.9%,-8.4%,11.0%,-8.0%,5.0,0.0,2.3%,
O=S(=O)(Nc1ccc2c(c1)OCO2)c1ccc(Br)s1,i,13.9%,18.7%,33.1%,9.9%,36.1%,7.0,13.0,-10.3%,PMK inhibit pilot replicates=6.5;MK inhibit pilot replicates=0.0;Spn DPM-DC inh pilot screen %=1.0
Cc1cc(NC(=O)CSc2ccc3nnc(-c4ccc(Cl)cc4)n3n2)no1,i,7.0%,13.0%,2.9%,-5.2%,8.6%,5.0,14.0,-10.4%,
COc1cc(-c2nc(S(=O)(=O)c3ccc(Cl)cc3)c(N(C)C)o2)cc(OC)c1OC,i,5.7%,·,·,-4.1%,·,3.0,6.0,·,
Cc1ccc(S(=O)(=O)NC(=O)c2cc(C)n(CCCN3CCOCC3)c2C)cc1,i,·,4.5%,-1.8%,·,-4.4%,0.0,11.0,8.8%,
CCOC(=O)CN(C(=O)CSc1nnc(CNc2ccc(F)cc2)o1)c1ccccc1,i,4.7%,8.8%,-10.7%,1.1%,-8.5%,9.0,7.0,-2.3%,
O=C(O)C1CC(=O)N(c2ccc(Br)cc2)C1 (stereo not drawn),i,-3.7%,9.7%,6.8%,5.6%,5.0%,3.0,6.0,0.7%,PMK inhibit pilot replicates=2.0;MK inhibit pilot replicates=0.0;Spn DPM-DC inh pilot screen %=0.0
CCOc1nc(CC)nc(NC(=O)NS(=O)(=O)c2ccccc2Cl)n1,i,6.2%,12.6%,-4.2%,6.4%,9.4%,35.0,4.0,2.3%,
c1ccc(CC2CCN(c3nc(N4CCOCC4)nc(N4CCOCC4)n3)CC2)cc1,i,4.2%,8.5%,16.4%,-1.8%,10.0%,4.0,0.0,0.8%,
CCOc1ccccc1NC(=O)CSc1ccccc1,i,8.9%,10.9%,1.1%,·,2.4%,10.0,0.0,1.1%,
COc1ccccc1NC(=O)N1CCCC1C(=O)NCc1ccccc1F (stereo not drawn),i,9.5%,10.8%,5.9%,-2.4%,-4.4%,0.0,12.0,-2.4%,
Cc1nn(C)cc1CN(C)C(=O)c1nn2c(c1Cl)NC(c1cccs1)CC2C(F)(F)F (stereo not drawn),i,-1.6%,11.2%,2.5%,18.1%,13.3%,11.0,7.0,-0.4%,
COC(=O)c1cccc(NC(=O)Cn2cnc3ccccc3c2=O)c1,i,8.0%,10.1%,-2.2%,-2.1%,13.0%,8.0,16.0,-1.1%,
CCOC(=O)c1ccc(NC(=O)CCc2nc(-c3ccc(C)cc3)no2)cc1,i,4.6%,4.6%,24.2%,0.8%,3.1%,5.0,6.0,0.4%,PMK inhibit pilot replicates=2.5;MK inhibit pilot replicates=1.0;Spn DPM-DC inh pilot screen %=1.0
COC(=O)c1cc(NC(=O)c2ccoc2C)cc(C(=O)OC)c1,i,-25.8%,12.0%,·,-3.0%,·,0.0,1.0,3.3%,
CCOc1cc(C(=S)N2CCN(C)CC2)ccc1OCC(=O)N1CCOCC1,i,-16.1%,4.3%,-26.0%,-1.0%,-25.4%,7.0,2.0,-9.9%,
Nc1nonc1C(=Nc1ccccc1)NO,i,7.2%,10.5%,·,7.4%,·,11.0,0.0,-0.8%,
CC(C(=O)Nc1ccc(S(=O)(=O)N2CCOCC2)cc1)N(c1ccccc1)S(C)(=O)=O (stereo not drawn),i,·,7.3%,-27.1%,-10.0%,-26.4%,0.0,13.0,1.7%,
Nn1cnnc1SCC(=O)Nc1ccc(C2CCCCC2)cc1,i,11.0%,12.1%,-12.0%,-1.4%,-19.2%,8.0,12.0,-2.4%,
COc1cc2c(cc1OC)C(c1ccc3c(c1)OCO3)CC(=O)N2 (stereo not drawn),i,·,8.8%,-3.1%,4.8%,-3.9%,25.0,0.0,4.6%,
Cc1ccccc1C(=O)N1CCCN(C(=O)c2ccccc2C)CC1,i,13.0%,7.0%,2.4%,-7.1%,-1.9%,5.0,0.0,-1.0%,
